Screening results from PubChem.
NPY Y1 blocker: NPY-Y1 receptor antagonists, primary screen, cell-based; Neuropeptide Y receptor type 1 (Homo sapiens), P25929; HEK293-CNG Y1 cells, membrane potential fluorescence; NPY at EC95, then isoproterenol; inhibition, % at 3.6 µM; 200,000 compounds, 1% hits; AID 1040, 2008;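 active means inhibition above the campaign mean inhibition of all tested compounds plus 3 SD, cut at about 20% in these data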;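 further: 0% = DMSO wells given NPY plus isoproterenol and 100% = isoproterenol alone without NPY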
Target sequence (P25929 whole entry, looked up): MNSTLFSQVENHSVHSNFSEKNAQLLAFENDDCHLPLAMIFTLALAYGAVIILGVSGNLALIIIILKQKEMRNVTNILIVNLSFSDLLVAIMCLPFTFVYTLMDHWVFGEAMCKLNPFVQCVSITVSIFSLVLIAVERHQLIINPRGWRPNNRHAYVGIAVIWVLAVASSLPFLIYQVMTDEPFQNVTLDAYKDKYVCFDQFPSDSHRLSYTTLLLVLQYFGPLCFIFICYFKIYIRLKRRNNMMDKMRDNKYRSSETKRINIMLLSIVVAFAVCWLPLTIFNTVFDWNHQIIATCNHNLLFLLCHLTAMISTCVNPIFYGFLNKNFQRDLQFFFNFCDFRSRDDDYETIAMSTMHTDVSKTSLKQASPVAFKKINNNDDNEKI
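Benchmarks – high control isoproterenol alone, low control NPY with isoproterenol · Material – HEK293 Y1/CNG channel cell line · Times – dye 3 h, compound 60 min room temperature, stimulation 45 min · Probe or stimulus – NPY (25 nM), isoproterenol (1 µM), Ro 20-1724 (25 µM) · Evaluation – % inhibition of NPY effect · Signal – fluorescence, membrane potential probe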
NCF1 inh: p47phox/p22phox peptide binding inhibitors, primary screen, biochemical, uHTS, NADPH oxidase regulatory subunit; fluorescence polarization, 2 h; inhibition, % at 24.7 µM; 220,000 compounds, 0.53% hits; AID 1274, 2008;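 active means inhibition above about 30%, limit read from the data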;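 further: 0% = p47phox with labelled peptide and 100% = labelled peptide alone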
Target sequence (P14598 whole entry, looked up): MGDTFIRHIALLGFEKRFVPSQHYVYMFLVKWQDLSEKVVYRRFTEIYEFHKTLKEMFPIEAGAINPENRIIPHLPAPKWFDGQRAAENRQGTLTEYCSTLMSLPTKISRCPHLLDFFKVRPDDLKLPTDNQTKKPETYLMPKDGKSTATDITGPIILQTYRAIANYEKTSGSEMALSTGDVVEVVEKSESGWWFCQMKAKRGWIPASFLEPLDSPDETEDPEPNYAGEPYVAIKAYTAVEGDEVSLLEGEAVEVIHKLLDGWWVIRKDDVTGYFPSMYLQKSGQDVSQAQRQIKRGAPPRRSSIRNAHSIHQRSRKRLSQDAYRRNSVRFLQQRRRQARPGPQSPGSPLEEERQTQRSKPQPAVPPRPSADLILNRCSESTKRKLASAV
BaF3 parental: parental Ba/F3 cell viability inhibition, counter-screen for JAK2V617F inhibitor project, murine pro-B, CellTiter-Glo luminescence | CellTiter-Glo ATP luminescence | 220,000 compounds, 1.1% hits | inhibition, % at 5.6 µM;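 active means inhibition above a per-campaign cutoff, the mean inhibition of all tested compounds plus 3 SD, cut at about 27% in these data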;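 further: 0% = DMSO wells and 100% = JAK Inhibitor I control wells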
NPY-Y1 PAM-ag: NPY-Y1 receptor potentiators or agonists, primary screen, cell-based; Neuropeptide Y receptor type 1 (Homo sapiens), P25929; NPY-Y1 expressing cells, potentiator/agonist activation; activation, % at 3.6 µM; 220,000 compounds, 0.37% hits; in the data active means activation above about 33%, passing the limit was not always enough;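 further: cells stimulated with NPY at EC10 then isoproterenol at EC100; 0% = low agonist plus stimulus and 100% = saturating agonist plus stimulus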
Ba/F3 V617F tox: reduced viability of JAK2V617F-dependent Ba/F3 cells, primary screen, JAK2V617F inhibitor project, cell-based, Ba/F3 EpoR-JAK2V617F, luminescence. ATP luminescence. inhibition, % at 5.6 µM. 220,000 compounds, 1.1% hits;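 active means inhibition above the campaign mean plus 3 SD over all tested compounds, cut at about 24% in these data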;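 further: cytokine-independent growth of Ba/F3 cells driven by EpoR plus mutant JAK2; 0% = DMSO-treated cells and 100% = JAK inhibitor I control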
S1P4 agonist: S1P4 receptor agonists, primary screen, cell-based; Sphingosine 1-phosphate receptor 4 (Homo sapiens), O95977; S1P4-expressing cell line, agonist reporter assay; activation, % at 4.98 µM; 220,000 compounds, 0.35% hits; in the data active means activation above about 11%;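 further: 0% = DMSO vehicle and 100% = reference agonist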
CHOP inh: inhibitors of CHOP promoter induction, primary screen, cell-based, unfolded protein response, luciferase reporter; CHO-K1 CHOP-promoter luciferase, tunicamycin-induced, 15-18 h; 220,000 compounds, 3.8% hits; inhibition, % at 10 µM; AID 2732, 2010;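 active means compounds that reduced the stress-induced luciferase reporter signal by more than about 70% of percent inhibition, limit read from the data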;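 further: 0% = tunicamycin plus vehicle and 100% = wells without tunicamycin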
NPY2 pot ag: NPY-Y2 potentiators or agonists, primary screen, cell-based. Neuropeptide Y receptor type 2 (Homo sapiens), P49146. cells expressing NPY-Y2, potentiator/agonist read-out. activation, % at 3.6 µM. 220,000 compounds, 0.45% hits. AID 1359, 2008; in the data active means activation above about 27%;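 further: cells stimulated with NPY near EC25 plus isoproterenol at EC100; 0% = vehicle plus submaximal agonist and 100% = vehicle plus saturating agonist; some results beyond the cut were filed as inactive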
S1P4 antagonist: S1P4 receptor antagonists, primary screen, cell-based | 220,000 compounds, 0.26% hits | S1P4-expressing cells, antagonist mode, reporter read-out | inhibition, % at 4.98 µM; in the data active means inhibition above about 29%;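 further: 0% = wells stimulated with agonist and 100% = vehicle wells without agonist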
Starred values were filed as active, the others as inactive; . = no result given. Not all compounds are listed; count on the stated rates, not on these rows.

Sequence of screens: NPY Y1 blocker	NCF1 inh	BaF3 parental	NPY-Y1 PAM-ag	Ba/F3 V617F tox	S1P4 agonist	CHOP inh	NPY2 pot ag	S1P4 antagonist
- CCC(=NCc1ccco1)c1c(O)n(Cc2ccccc2)c(=O)[nH]c1=O
  -3	-7	5	6	-2	1.3	-2	19	-12
- O=c1[nH]c(=S)[nH]c(O)c1C(c1ccccn1)c1c(O)[nH]c(=S)[nH]c1=O
  -5	-8	6	11	-1	-0.1	28	-12	-6
- CN(C)C(=O)Nc1cccc(OC(=O)N(C)C)c1
  -6	-9	7	-19	3	-2.1	12	-7	-23
- CC(O)(CS(=O)(=O)c1cccc(C(F)(F)F)c1)C(=O)Nc1ccc(C(F)(F)F)cc1 (configuration not stated)
  -6	-10	2	38	0	-2.1	-4	22	-6
- CC1CCCN(c2ccc(C(=O)N3CCC4(CC3)OCCO4)cc2[N+](=O)[O-])C1 (configuration not stated)
  5	7	3	-2	1	-0.5	-4	0	14
- Cc1ccc2c(c1)CC1(CN2C)C(=O)NC(=O)N(c2ccccc2C)C1=O (configuration not stated)
  6	-6	3	-9	0	0.8	34	-6	-4
- Cc1ccsc1C(=O)C1CCCN(Cc2cc3ccccc3o2)C1 (configuration not stated)
  10	-5	5	-6	-1	0.5	39	-10	-24
- CCCCCCOc1ccc(CN2CCN(C)CC2)cc1
  10	1	8	-15	0	-0.1	65	-7	-15
- Clc1ccccc1Nc1ncnc(-n2cccc2)n1
  8	8	7	-25	-1	1.6	33	-20	-9
- Cc1ccc(-n2c(O)c(/C=N/N3CCCCC3c3cccnc3)c(=O)[nH]c2=S)cc1 (configuration not stated)
  3	-217	5	-11	-6	1.0	10	-2	-23
- COc1ccc(Nc2ncc(C(=O)N3CCC4(CC3)OCCO4)c3ccccc23)cc1
  1	3	16	-11	1	-0.5	-8	7	-20
- CCc1ccc(N2C(=O)NC(=O)/C(=C/c3ccsc3)C2=O)cc1
  4	-12	4	18	0	0.0	-4	9	-2
- CCC[N+]12CCC(CC1)C(C(O)(c1ccccc1)c1ccccc1)C2 (configuration not stated)
  .	-17	-1	26	-1	1.1	2	2	2
- CC1(C)C2([N+](=O)[O-])CN3CC1([N+](=O)[O-])CN(C2)C3c1cccnc1 (configuration not stated)
  .	4	3	22	-2	0.2	1	10	-6
- CCC(=Nc1ccc(OC)cc1OC)c1c(O)n(C)c(=O)n(C)c1=O
  -6	24	7	0	-1	0.2	35	9	-11
- COCCCn1c(N)c(C(=O)NCCC(C)C)c2nc3ccccc3nc21
  0	-55	3	-6	-1	5.0	99*	5	-13
- CCCCCCn1c(O)c(C=Nc2ccccc2N2CCOCC2)c(=O)[nH]c1=S
  .	-58	-1	-32	1	1.0	13	-5	6
- CCC(C)/C=C(C)/C=C/C1=CC2=C(Cl)C(=O)C(C)(OC(C)=O)C(=O)C2=CO1 (configuration not stated)
  -9	-9	-4	5	1	-1.5	6	10	13
- O=c1[nH]c(=S)n(-c2ccccc2)c(O)c1/C=N/N1CCOCC1
  2	-19	-1	5	-2	-0.9	12	7	-19
- COc1ccc(-n2c(SCCN(C)C)nc3ccccc3c2=O)cc1
  .	-10	-3	7	-4	0.5	6	14	-18
- CCCN(CC#CCOc1ccc(OC)cc1)CCC
  11	-13	-1	-15	-4	-0.1	20	5	-24
- CN(CCOc1ccc(C=C2C(=O)NC(=O)NC2=O)cc1)c1ccccn1
  5	1	-2	-11	-2	-0.9	-8	-3	8
- CCOC(=O)c1c(NC(=O)C(c2ccccc2)c2ccccc2)sc2c1C1CCN2CC1
  16	-77	3	-19	1	0.9	49	-7	-11
- O=C(COc1ccc2ccccc2c1)N1CCN(Cc2c[nH]c3ccccc23)CC1
  -8	-18	4	-11	2	-0.1	-149	-19	-5
- Cn1c(O)c(/C=C2/C=CC=N2)c(=O)[nH]c1=O
  .	-14	-2	2	-3	1.4	-1	-8	-11
- COc1ccc(C2SCC(=O)Nc3c2c(C)nn3-c2ccccc2)cc1 (configuration not stated)
  2	-16	4	-18	0	0.4	18	-10	-4
- COc1ccc(-n2c(O)c(C(C)=NC3CC3)c(=O)[nH]c2=O)cc1
  -1	-9	6	10	2	-0.6	-15	7	-13
- Cc1cc(C)cc(-n2c(C)cc(/C=C3\C(=O)NC(=O)N(C)C3=O)c2C)c1
  7	-46	7	-14	1	2.1	66	-11	-8
- CCOc1ccc(-n2c(-c3cccs3)nc3ccccc3c2=O)cc1
  -2	-3	7	-1	-2	-1.2	19	7	-17
- O=c1c2ccccc2nc(-c2ccccc2)n1-c1ccccn1
  1	-1	4	-2	-2	-1.5	-5	0	-8
- CN1CCN(c2cn[nH]c(=O)c2Cl)CC1
  -4	-5	11	9	-1	0.5	-8	-3	-2
- C=CCc1cc(C=C2C(=O)NC(=O)NC2=O)cc(OC)c1OCc1ccc(C(=O)O)cc1
  8	-4	7	5	1	0.4	1	-4	-1
- O=C(COc1ccc(Cl)cc1)N(c1ccc(Cl)cc1)C1CN2CCC1CC2 (configuration not stated)
  .	1	-6	-21	1	1.3	0	-37	2
- CC(=Nc1ccc2c(c1)CCC2)c1c(O)n(C2CCCCC2)c(=O)[nH]c1=O
  1	-32	3	-14	3	1.0	87*	-8	5
- CCOP(=O)(OCC)C(NC(=O)c1ccccc1)=C(Cl)Cl
  -1	-2	0	16	-3	1.6	-7	1	-1
- N#CC1=C(N)Oc2c(c(=O)oc3ccccc23)C1c1ccncc1 (configuration not stated)
  0	-6	4	4	0	1.0	-17	2	-10
- CCCCn1c(O)c(C(CC)=NC(C)c2ccccc2)c(=O)[nH]c1=O (configuration not stated)
  18	-11	4	-18	-3	-3.5	81*	8	28
- CC(C)c1oc(=O)cc2c1[C@@H](O)[C@H]1OC(=O)[C@@]3(C)C[C@@H](O)[C@@H](O)[C@@]2(C)C13 (some centres not stated)
  -3	-8	15	-16	13	1.2	13	-14	-1
- c1ccc(CNCCc2ccc3c(c2)OCO3)nc1
  4	-5	2	1	-3	0.3	6	7	-17
- O=C(c1ccccc1)c1cn(CC(=O)N2CCCc3ccccc32)c2ccccc12
  13	-14	3	11	-3	1.2	33	3	2

5 neighbouring compounds from above, for reference:
Sequence of screens: NPY Y1 blocker	NCF1 inh	BaF3 parental	NPY-Y1 PAM-ag	Ba/F3 V617F tox	S1P4 agonist	CHOP inh	NPY2 pot ag	S1P4 antagonist
- CCCN(CC#CCOc1ccc(OC)cc1)CCC
  11	-13	-1	-15	-4	-0.1	20	5	-24
- CN(CCOc1ccc(C=C2C(=O)NC(=O)NC2=O)cc1)c1ccccn1
  5	1	-2	-11	-2	-0.9	-8	-3	8
- CCOC(=O)c1c(NC(=O)C(c2ccccc2)c2ccccc2)sc2c1C1CCN2CC1
  16	-77	3	-19	1	0.9	49	-7	-11
- O=C(COc1ccc2ccccc2c1)N1CCN(Cc2c[nH]c3ccccc23)CC1
  -8	-18	4	-11	2	-0.1	-149	-19	-5
- Cn1c(O)c(/C=C2/C=CC=N2)c(=O)[nH]c1=O
  .	-14	-2	2	-3	1.4	-1	-8	-11

More structures
canonical_smiles,NPY Y1 blocker,NCF1 inh,BaF3 parental,NPY-Y1 PAM-ag,Ba/F3 V617F tox,S1P4 agonist,CHOP inh,NPY2 pot ag,S1P4 antagonist
O=C(CN1CCN(CCO)CC1)Nc1ccc(Cl)cc1C(=O)c1ccccc1,-1,-7,5,11,1,0.0,-4,0,-10
COc1ccc(C(=O)C2CCCN(Cc3ccc(C)s3)C2)cc1OC (configuration not stated),-4,-4,1,-10,0,-0.1,10,7,-4
CCOC(=O)C1(CCCc2ccccc2)CCN(C2CCCC2)CC1,15,-15,6,-5,0,0.9,1,2,-14
Cc1nc2ccccc2c(=O)n1-c1ccncc1,.,-5,-1,0,-3,0.8,-10,-6,-6
Cc1cc(NC(=O)CCl)nn1C,-3,-4,-4,12,-3,1.3,13,9,-1
CN(C)c1cc(N)c2c(n1)CCC2 (tested in a mixture with another compound),7,-11,3,-5,4,0.8,7,0,-13
CN1CN(c2cccc([N+](=O)[O-])c2)CN=C1N[N+](=O)[O-],1,-15,7,14,1,-1.2,5,0,-1
Cc1ccc2c(c1)c(=O)c1c3n2CCN(CC#N)C3CC1 (configuration not stated),2,3,2,-6,-2,-1.1,2,-11,-9
CN1CCN(c2ccc([N+](=O)[O-])c3cccnc23)CC1,3,3,7,-22,5,-1.4,-14,-11,-20
CC(=NCCc1ccccc1)c1c(O)[nH]c(=O)[nH]c1=O,.,-2,1,0,2,0.8,5,-13,-13
N#CC(c1ccccc1)N1CCOCC1 (configuration not stated),.,-19,2,-7,-1,1.3,3,-1,3
CN1C(=O)NC(=O)/C(=C/c2ccc(C(=O)O)cc2)C1=O,.,-6,2,-10,2,1.3,4,-9,-9
COc1ccc(-n2c(C)nc3cc(C(=O)N4CCC5(CC4)OCCO5)ccc32)cc1,4,-16,1,15,-4,0.8,16,12,-3
O=C1CC(c2ccccc2)CC(O)=C1C=NCCN1CCN(C(=O)Cc2ccccc2)CC1 (configuration not stated),9,-9,28*,-13,3,-0.8,3,-12,4
O=C(c1cc(F)ccc1F)C1CCCN(CCCc2ccccc2)C1 (configuration not stated),2,-3,0,-14,0,3.1,0,-7,-13
O=C(Nc1ccc(Br)cc1)c1nn(C23CC4CC(CC(C4)C2)C3)cc1Br,-4,1,1,5,-5,-1.2,21,-10,-22
O=c1[nH]c(=S)[nH]c(O)c1N=Nc1ccc2c(c1)OCO2,-2,-147,5,-7,-1,0.7,-17,3,-18
COc1ccc(-n2c(-c3ccccc3)nc3ccccc3c2=O)cc1,.,-5,2,-3,0,-0.5,-1,-40,16
O=C1/C(=C\c2ccc3c(c2)OCO3)N2CCC1CC2,1,-20,1,11,0,0.1,-25,-1,5
